Compound activity from PubChem BioAssay.
TIM10 inh = TIM10 yeast growth inhibition | S. cerevisiae TIM10 strain growth, BacTiter-Glo luminescence, 24 h | inhibition, % at 10 µM | 330,000 compounds, 1.4% hits | AID 463195;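 active means inhibition of 40% or more at the single tested concentration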;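 further: wild-type TIM10 isogenic control strain grown at permissive 25 °C; 0% = DMSO yeast wells and 100% = minimal medium wells without yeast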
CXCR6 inh = CXCR6 (human) receptor inhibition; O00574; CHO-K1 PathHunter CXCR6 beta-arrestin, luminescence; inhibition, % at 20 µM; 360,000 compounds, 0.36% hits; AID 602244; in the data active means inhibition above about 34%, passing the limit was not always enough;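 further: antagonist mode with CXCL16 agonist at 10 nM final; 0% = 10 nM CXCL16 with DMSO and 100% = unstimulated wells without agonist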
APJ antagonist = antagonists of human APJ apelin receptor | inhibition, % at 20 µM | 330,000 compounds, 0.32% hits | P35414 | CHO-K1 APJ beta-arrestin complementation, luminescence;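 active means inhibition above about 40% at 20 µM, limit read from the data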;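 further: cells challenged with 10 nM apelin-13 agonist together with compound; plate controls were apelin-13 plus DMSO wells for no effect and DMSO wells lacking apelin-13 for full effect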
tim23-1 inh = growth inhibitors of tim23-1 mutant yeast. S. cerevisiae tim23-1 growth, BacTiter-Glo luminescence, 24 h. inhibition, % at 20 µM. 330,000 compounds, 1.3% hits. AID 463212;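 active means growth inhibition of the mutant yeast at or above 50%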;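 further: temperature-sensitive mutant grown at 25 °C; plate controls were DMSO-treated mutant yeast for no effect and medium wells lacking yeast for full effect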
UPR CHOP act = apoptotic UPR (CHOP) activation. CHO-CHOP luciferase reporter, luminescence; percent of tunicamycin response over DMSO baseline. activation, % at 10 µM. 330,000 compounds, 0.34% hits;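 active means at 10 µM dose, activation of 40% or more, normalized to positive control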;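 further: 100% = tunicamycin at 10 µg/mL and 0% = DMSO alone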
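Test system: CHO CHOP reporter cells. Input: 500 CHO-CHOP cells per well. Medium: F12 with 10% FBS. Technique: luciferase luminescence. Measure: percent activation relative to tunicamycin control. Dosing: 10 µM compound, 0.5% DMSO. Timing: 16-18 h cell attachment, then 6 h compound exposure, 37 °C.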
UPR XBP1 act = adaptive UPR (XBP1) activation; CHO-XBP1 luciferase reporter, IRE1-XBP1 UPR activation, luminescence; percent of tunicamycin response, DMSO as zero; 330,000 compounds, 0.33% hits; activation, % at 20 µM;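 active means versus positive control, 20 µM dose yields 30% or more activation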;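 further: 100% = tunicamycin at 10 µg/mL and 0% = DMSO only wells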
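Material: IRE1-XBP1 luciferase reporter CHO line / Quantity: one thousand reporter cells per well / Buffer or medium: F12 with 10% serum / Compound: 20 µM single concentration, DMSO 1% / Times: 6 h treatment, 37 °C / Detection: Steady-Glo luciferase glow luminescence, 10 min after reagent addition / Benchmarks: tunicamycin high, DMSO low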
Mdm2-MdmX inh = inhibitors of human Mdm2/MdmX interaction; O15151+Q00987; SaOS-2 split-luciferase Mdm2/MdmX complementation, luminescence; inhibition, % at 8 µM; 330,000 compounds, 3% hits; AID 485346;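 active means inhibition of at least 50% at 8 µM in the primary screen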
Target sequence (O15151 whole entry, looked up): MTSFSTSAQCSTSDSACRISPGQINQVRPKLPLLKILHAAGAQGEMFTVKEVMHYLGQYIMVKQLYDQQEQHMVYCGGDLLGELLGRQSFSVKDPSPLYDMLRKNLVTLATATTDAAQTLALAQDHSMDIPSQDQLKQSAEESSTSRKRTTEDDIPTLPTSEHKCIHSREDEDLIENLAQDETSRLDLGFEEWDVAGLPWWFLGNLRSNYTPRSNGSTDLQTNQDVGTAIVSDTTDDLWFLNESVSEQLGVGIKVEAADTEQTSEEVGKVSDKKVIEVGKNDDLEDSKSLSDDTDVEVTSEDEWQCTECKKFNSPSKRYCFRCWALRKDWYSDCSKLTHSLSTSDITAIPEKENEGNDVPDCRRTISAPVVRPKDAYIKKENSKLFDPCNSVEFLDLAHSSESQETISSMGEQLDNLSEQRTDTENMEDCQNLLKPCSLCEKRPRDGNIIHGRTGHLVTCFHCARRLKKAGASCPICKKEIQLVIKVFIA
Target sequence (Q00987 whole entry, looked up): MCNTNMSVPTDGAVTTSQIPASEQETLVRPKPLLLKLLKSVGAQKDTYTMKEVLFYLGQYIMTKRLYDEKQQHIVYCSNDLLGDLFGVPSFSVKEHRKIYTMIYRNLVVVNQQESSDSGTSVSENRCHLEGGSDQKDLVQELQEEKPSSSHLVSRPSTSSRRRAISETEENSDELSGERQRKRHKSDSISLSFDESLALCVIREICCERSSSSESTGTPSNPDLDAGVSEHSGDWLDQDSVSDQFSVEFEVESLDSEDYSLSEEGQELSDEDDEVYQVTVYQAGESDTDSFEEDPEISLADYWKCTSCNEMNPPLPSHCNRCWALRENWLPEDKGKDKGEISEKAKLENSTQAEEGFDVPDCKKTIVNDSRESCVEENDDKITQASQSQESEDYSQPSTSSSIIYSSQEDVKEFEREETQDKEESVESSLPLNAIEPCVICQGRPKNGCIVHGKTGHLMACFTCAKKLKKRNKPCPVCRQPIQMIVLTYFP
tim10-1 inh = growth inhibitors of tim10-1 mutant yeast. AID 463190. inhibition, % at 20 µM. S. cerevisiae tim10-1 ts strain growth, BacTiter-Glo, 24 h. 330,000 compounds, 2.2% hits;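 active means inhibition of at least 40%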;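 further: mutant grown at 25 °C; 0% = DMSO wells with yeast and 100% = wells holding no yeast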
APJ agonist = APJ receptor agonism | CHO-K1 APJ PathHunter beta-arrestin, luminescence; 0% DMSO wells, 100% apelin | 330,000 compounds, 0.11% hits | activation, % at 20 µM | P35414;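 active means activation more than six SD over the plate average, tested at 20 µM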;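 further: 0% = DMSO alone and 100% = apelin-13 at 10 nM; some results filed as inactive read as strong as hits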
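system = engineered CHO-K1 APJ arrestin reporter cells | input = 1000 cells per well | timing = overnight seeding, 90 min compound at 25 °C, 1 h detection | measured by = enzyme-fragment complementation luminescence | read-out = beta-arrestin recruitment to APJ as agonist activity, luminescent signal | control set = negative DMSO alone, positive Apelin-13 at 10 nM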
* hit, by the source's call; . = not tested or not shown. Only part of the results is shown; count on the stated rates, not on these rows.

Value order – TIM10 inh, CXCR6 inh, APJ antagonist, tim23-1 inh, UPR CHOP act, UPR XBP1 act, Mdm2-MdmX inh, tim10-1 inh, APJ agonist
> CCOC(=O)c1cnc2c(-c3cccc(Br)c3)cnn2c1C
  -20, 2, 7, -12, 7.5, 4, -38, 4, -3
> CC[C@]12c3[nH]c4ccc(OC)cc4c3CCN1C(=O)C(CC(=O)NCc1ccco1)C[C@@H]2C(=O)N1CCN(C(=O)c2ccco2)CC1 (stereo partly drawn)
  -3, -3, ., 34, 2.1, -1, -2, 13, .
> COc1ccc(-n2c(C)cc(C(=O)CSc3nnc(-c4ccoc4C)n3C)c2C)cc1
  4, 12, -10, 25, 0.2, 3, 14, 40*, -2
> COc1ccc(C(=S)N2CCOCC2)cc1OC(=O)c1ccccc1Cl
  -2, -3, 9, 34, 2.2, 3, -3, 8, -4
> Cc1ccc(C)c(NS(=O)(=O)c2c(C)nn(C)c2C)c1
  -10, 1, 0, 5, 0.2, -1, -53, 10, -2
> CCOC(=O)N/N=C/C(Cl)=C/c1ccccc1
  -18, 4, 0, 19, 5.6, 4, -1, 8, -2
> O=C(NCc1ccccc1)C1CCCN(c2nc3ccsc3c(=O)s2)C1 (stereo not drawn)
  -2, 8, -8, -20, -0.1, -1, 18, -4, -4
> Oc1ccccc1C1=NOC(O)(C(F)F)C1 (stereo not drawn)
  -3, 0, -15, 13, -0.3, 0, -24, 4, 3
> COc1ccccc1C(=O)N/N=C(\C)c1cccnc1
  6, 3, -1, -3, 2.5, 2, 12, -6, -2
> Cc1ccc([N+](=O)[O-])c2c1C(N1CCCC1)C(C)(C)O2 (stereo not drawn)
  8, 8, -1, 22, 0.1, 2, -27, 6, -3
> CCCNC(=O)COC(=O)c1ccccc1C(=O)N(C)C1CCCCC1
  -3, 6, 10, -3, -1.7, 3, 4, 19, -2
> Cn1nnnc1NCc1ccc(Cl)c(Cl)c1
  15, -9, 20, -5, 1.1, -2, 12, 16, -2
> Cn1cnc(S(=O)(=O)Nc2ccc3c(c2)OCCO3)c1
  -18, 2, 6, -3, 0.7, 2, -14, -20, -6
> Fc1cccc(Cl)c1CSc1ccc(-c2ccco2)nn1
  47*, 6, 6, 35, 6.8, 3, -32, 45*, 3
> O=C1CC2(CCOCC2)Oc2ccc3ccccc3c21
  12, 0, -5, 20, 0.5, -1, 24, 11, 7
> O=c1[nH]c(CN2CCN(c3ccccn3)CC2)nc2c(Br)cc(Br)cc12
  29, -4, -14, 48, -2.0, 0, 43, 34, -1
> Cc1ccc(C(=O)NCCN2CCOCC2)cc1S(=O)(=O)N1CCCCC1
  4, -7, 14, 1, -1.0, -1, 27, -8, 6
> COC(=O)C(C)Sc1ccc2nnc(-c3cccc(F)c3)n2n1 (stereo not drawn)
  -42, 1, 5, -8, -0.5, -1, -2, 14, -2
> Cc1ccc(NC(=O)C2CCN(S(=O)(=O)c3cccs3)CC2)cc1C
  8, -9, 12, 16, -1.9, -10, 21, 11, 1
> CCCc1cc(=O)[nH]c(SCC(=O)c2ccc3c(c2)NC(=O)CO3)n1
  -11, 3, 2, -4, -0.6, -3, 11, -1, 0
> O=C(NNC1=NCCCCC1)Nc1ccc(Cl)cc1
  13, -4, 9, 6, 5.1, 4, -22, -10, 0
> CCS(=O)(=O)N1Cc2ccccc2CC1C(=O)Nc1ncc(C)s1 (stereo not drawn)
  4, 4, 5, 11, 3.6, 1, 17, 10, -3
> O=C(Cc1ccccc1[N+](=O)[O-])NCc1ccccc1Cl
  -8, -1, 2, 11, 4.0, -1, -86, 10, -1
> COC(=O)N/N=C(/c1ccccc1)C1CCCCC1
  25, ., 4, 15, -0.1, 0, 11, 17, -3
> Cc1cc(C)n(C(=O)c2ccc(NC(=O)C3CC3)cc2)n1
  16, -1, -63, 12, -2.3, -3, 10, 29, -2
> N#C/C(=C\c1ccc(Oc2ccc(C(F)(F)F)cc2[N+](=O)[O-])cc1)c1nc2ccccc2[nH]1
  13, 4, -41, 0, -0.7, -5, 50, 0, 0
> CNC(=O)c1nc(C)n(-c2ccc([N+](=O)[O-])cc2)n1
  -21, -5, -4, 8, -1.1, 0, 33, 1, -4
> Cc1cc(C)cc(-n2ncc3c2CCCC3NC(=O)CCN2CCCC2=O)c1 (stereo not drawn)
  -6, 0, 22, -4, 1.4, -2, -14, -12, 1
> COc1ccc(CC(=O)O/N=C(\N)Cc2ccc(OC)c(OC)c2)cc1
  6, -8, 0, 7, -1.6, -2, -17, 11, 3
> CN(CC(=O)Nc1ccc(C#N)cc1)CC(=O)Nc1ccc(N2CCOCC2)cc1
  -10, -5, 0, 16, 2.5, -2, -11, 8, 0
> COc1cc2c(cc1OC)C(Nc1ccccc1)=NC(C)(C)C2
  -17, 4, 2, -4, 4.8, -1, 13, 4, 0
> CCCOC(=O)c1ccc(Oc2cn[nH]c2-c2ccc(OCC)cc2O)cc1
  22, 2, -11, 35, 2.0, -2, 21, 28, 1
> CSc1cccc(NC(=O)/C=C/c2ccco2)c1
  1, 4, 7, 10, 5.6, 8, -6, -60, -1
> CCOc1ccc(-n2ccnc(SCC(=O)Nc3ccc(OC)cc3OC)c2=O)cc1
  15, -3, 15, 9, -2.3, 3, -6, 27, 4
> COc1cccc(-c2nc(S(=O)(=O)c3ccccc3)c(N3CCOCC3)o2)c1
  13, 1, 16, 23, 0.2, -3, 24, 30, -4
> Cc1ccc(C(=O)N(Cc2sccc2C)C2CCS(=O)(=O)C2)cc1 (stereo not drawn)
  11, 0, 10, 19, 0.7, -1, 0, 22, -1
> CCOC(=O)c1ccc(CNC(=O)c2cc(COc3ccccc3SC)on2)o1
  2, 4, 0, 21, 3.8, -3, -131, 18, -3
> CSCCC(NC(=O)c1ccccc1Br)C(=O)NC(C)CCc1ccccc1 (stereo not drawn)
  4, -6, 13, 1, -1.3, -6, 10, 76*, -7
> Cc1cc(C)nc(-n2nc(C)c3c(C(F)F)cc(C)nc32)n1
  1, 0, -9, -15, -0.5, -3, 6, 2, -2
> Cc1cc2cc(CNC(=O)COc3ccccc3)ccc2n1C
  -21, -10, -8, 14, -2.1, -1, -10, -1, 0
> COc1cc(C(=O)N2CC(C)OC(C)C2)c([N+](=O)[O-])cc1OC (stereo not drawn)
  -17, -15, 8, 23, -1.5, -2, -3, 2, -4
> COCCn1c(SCCN2CCOCC2)nc2c1c(=O)[nH]c(=O)n2C
  6, 6, 21, 1, -1.4, -2, -14, -3, -4
> OCCNCCOc1ccccc1-c1ccccc1
  -11, 4, 2, 9, -1.6, -2, 22, 10, -2
> CCOC(=O)C1=C(CN2CCSCC2)NC(=O)NC1c1ccc2c(c1)OCO2 (stereo not drawn)
  -6, 0, 13, 20, 0.9, 3, 2, 1, -3
> CCN1CCN(CC(O)COc2ccc3c(c2)CCC3)CC1 (stereo not drawn)
  -14, -1, 6, 9, 0.1, 1, -7, 15, -2
> Cc1noc(C)c1COC(=O)CN(C)S(=O)(=O)c1ccc(Cl)cc1
  14, 6, 1, -4, -0.5, -3, -25, 9, 0
> O=C(COC(=O)c1cccnc1Cl)NCc1ccco1
  5, -5, -3, 14, 7.5, 1, -1, 8, 7
> Cc1ccc(S(=O)(=O)NC(=O)Nc2ccc(OC(F)F)cc2)cc1
  2, -13, -2, 6, -1.5, 0, 1, 4, -1
> COC(=O)c1nnn(CC(=O)Nc2cccc(Cl)c2C)c1C(=O)OC
  -11, 7, 5, 13, 0.1, 0, -21, 11, -3
> O=C(Nc1ccc(Cl)c(Cl)c1)Nc1ccccc1C(=O)O
  2, 1, 12, 4, 1.2, -2, 14, 4, 1
> N#CCC(=O)N/N=C/c1ccc(OC2CSC2)cc1
  12, -1, -8, 7, 0.7, -2, -9, 8, -2
> CCOc1ccc(OCC)c(NC(=O)CSc2nc3ccccc3c(=O)n2C)c1
  -2, 0, 5, -5, 4.2, 1, 22, 1, 2
> COc1ccc(OCc2nc(N)nc(Nc3ccccc3OC)n2)cc1
  19, 6, -4, 4, 0.7, -1, -9, 27, 0
> Nc1nnc(-c2ccc(Cl)cc2)s1
  -5, -3, -16, 11, 3.0, 2, -8, -15, 0
> CCC(C)NC(=O)c1cn(C)c(=O)c2cc(OC)c(OC)cc12 (stereo not drawn)
  -1, -1, -4, 3, 0.2, 3, -18, 15, 5
> O=C(O)Cn1c(=O)c(F)cn(C2CCCO2)c1=O (stereo not drawn)
  9, -6, 12, 1, 0.0, 4, -3, -18, -2
> O=C1CCN(S(=O)(=O)c2ccccc2)N1
  -4, 11, 26, 11, 0.6, -3, -25, 11, -8
> Cc1ccc2nc(-c3cccc(-c4cccc(Cl)c4)c3)c(NCc3ccccc3)n2c1
  22, 2, -24, 28, 2.2, 2, 20, 25, 6
> Cc1nc(-c2ccccc2Cl)sc1C(=O)/C=C/N(C)C
  2, -3, -18, 8, 0.2, 15, -6, -8, -3
> COc1ccc(C2=NCC(CSc3nnnn3C)S2)cc1 (stereo not drawn)
  16, -2, -7, 13, 2.3, 0, -23, 8, 3

In the list so far, these contain an aryl thioether with sulfur outside any ring.
Value order – TIM10 inh, CXCR6 inh, APJ antagonist, tim23-1 inh, UPR CHOP act, UPR XBP1 act, Mdm2-MdmX inh, tim10-1 inh, APJ agonist
> COc1ccc(-n2c(C)cc(C(=O)CSc3nnc(-c4ccoc4C)n3C)c2C)cc1
  4, 12, -10, 25, 0.2, 3, 14, 40*, -2
> Fc1cccc(Cl)c1CSc1ccc(-c2ccco2)nn1
  47*, 6, 6, 35, 6.8, 3, -32, 45*, 3
> COC(=O)C(C)Sc1ccc2nnc(-c3cccc(F)c3)n2n1 (stereo not drawn)
  -42, 1, 5, -8, -0.5, -1, -2, 14, -2
> CCCc1cc(=O)[nH]c(SCC(=O)c2ccc3c(c2)NC(=O)CO3)n1
  -11, 3, 2, -4, -0.6, -3, 11, -1, 0
> CSc1cccc(NC(=O)/C=C/c2ccco2)c1
  1, 4, 7, 10, 5.6, 8, -6, -60, -1
> CCOc1ccc(-n2ccnc(SCC(=O)Nc3ccc(OC)cc3OC)c2=O)cc1
  15, -3, 15, 9, -2.3, 3, -6, 27, 4
> CCOC(=O)c1ccc(CNC(=O)c2cc(COc3ccccc3SC)on2)o1
  2, 4, 0, 21, 3.8, -3, -131, 18, -3
> COCCn1c(SCCN2CCOCC2)nc2c1c(=O)[nH]c(=O)n2C
  6, 6, 21, 1, -1.4, -2, -14, -3, -4
> CCOc1ccc(OCC)c(NC(=O)CSc2nc3ccccc3c(=O)n2C)c1
  -2, 0, 5, -5, 4.2, 1, 22, 1, 2
> COc1ccc(C2=NCC(CSc3nnnn3C)S2)cc1 (stereo not drawn)
  16, -2, -7, 13, 2.3, 0, -23, 8, 3
